# Assay outcomes deposited in PubChem BioAssay by several laboratories.
# PHOSPHO1 inh: inhibitors of human PHOSPHO1 phosphatase; 290,000 tested, 1.1% active; recombinant PHOSPHO1, absorbance phosphatase assay; inhibition, % at 13.3 µM; Q8TCT1; in the data active means inhibition above about 60%
# IDE act: activators of human insulin-degrading enzyme in cells. HEK cells, FAbeta-B cleavage, fluorescence polarization; 0% vehicle, 100% cell-free pure enzyme wells. activation, % at 5.96 µM. 340,000 tested, 0.073% active. P14735;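 active means activation above the mean of all tested compounds plus 3 SD, set per screening campaign, cut at about 17% in these data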
# Target sequence (P14735 whole entry, looked up): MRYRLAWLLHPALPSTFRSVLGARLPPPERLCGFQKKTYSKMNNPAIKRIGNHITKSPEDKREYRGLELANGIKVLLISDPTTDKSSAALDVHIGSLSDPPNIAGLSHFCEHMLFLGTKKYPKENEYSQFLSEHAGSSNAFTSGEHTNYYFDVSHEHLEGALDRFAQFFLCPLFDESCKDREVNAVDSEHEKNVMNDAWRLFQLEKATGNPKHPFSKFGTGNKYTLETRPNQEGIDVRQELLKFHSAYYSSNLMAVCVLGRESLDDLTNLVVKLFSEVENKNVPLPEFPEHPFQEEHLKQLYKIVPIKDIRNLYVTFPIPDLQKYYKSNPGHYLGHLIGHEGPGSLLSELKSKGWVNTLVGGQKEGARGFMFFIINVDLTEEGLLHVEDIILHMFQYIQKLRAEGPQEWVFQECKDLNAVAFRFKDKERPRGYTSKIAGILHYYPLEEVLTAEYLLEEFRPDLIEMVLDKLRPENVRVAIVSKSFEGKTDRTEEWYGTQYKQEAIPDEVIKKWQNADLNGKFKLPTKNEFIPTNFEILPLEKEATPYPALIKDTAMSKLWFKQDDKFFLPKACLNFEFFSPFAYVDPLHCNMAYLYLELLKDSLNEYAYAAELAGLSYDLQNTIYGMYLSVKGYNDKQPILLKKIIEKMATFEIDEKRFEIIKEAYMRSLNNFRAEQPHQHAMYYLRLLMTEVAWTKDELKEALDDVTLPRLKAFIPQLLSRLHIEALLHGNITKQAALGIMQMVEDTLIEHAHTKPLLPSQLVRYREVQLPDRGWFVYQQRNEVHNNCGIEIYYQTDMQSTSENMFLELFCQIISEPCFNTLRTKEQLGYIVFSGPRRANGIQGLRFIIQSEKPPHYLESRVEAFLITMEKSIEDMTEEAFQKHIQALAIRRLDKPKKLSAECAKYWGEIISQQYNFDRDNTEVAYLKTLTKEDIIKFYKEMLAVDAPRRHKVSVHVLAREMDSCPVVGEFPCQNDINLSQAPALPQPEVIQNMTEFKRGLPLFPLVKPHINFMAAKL
# CRFR2-BP antag: antagonists of CRF-binding protein/CRF-R2 receptor complex; HEK293 CRF-R2/CRF-BP, CRF-induced calcium fluorescence; inhibition, % at 11.8 µM; 350,000 tested, 0.59% active; AID 588475;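 active means inhibition of the ligand-induced calcium signal above about 50% at the single tested concentration, limit read from the data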
# IDE cell inh: inhibits human insulin-degrading enzyme in HEK cells; P14735; FAbetaB cleavage, fluorescence polarization; inhibition, % at 5.59 µM; 320,000 tested, 0.41% active; AID 434962;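 active means percent inhibition above the average of all tested compounds plus 3 SD, set per screening campaign, cut at about 16% in these data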;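 further: IDE supplied by intact live HEK cells; FP after avidin binding of uncleaved biotin substrate so inhibition keeps polarization high; 0% = DMSO wells and 100% = 60 µM reference IDE inhibitor Ii1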
# CRFR2-BP ag: agonists of human CRF-binding protein/CRF-R2 receptor complex | HEK293 CRF-R2/CRF-BP, calcium dye fluorescence (FLIPR); percent of saturating CRF peptide response | activation, % at 13.2 µM | 350,000 tested, 0.46% active | AID 588473;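 active means activation of at least 50%, plus an integration ratio under a set limit after plate pattern correction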;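 further: plate controls were neutral control wells without compound for no effect and CRF at EC100 for full effect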
# M4 PAM: CHRM4 positive allosteric modulation. P08173. CHO-K1 hM4/Gqi5, Fluo-8 calcium fluorescence, ACh EC20; 0% = ACh EC20, 100% = maximal ACh. activation, % at 3 µM. 360,000 tested, 0.4% active. AID 624126;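 active means activation above its plate's cutoff, the mean activation of sample wells plus 3 SD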; further: some results filed as inactive read as strong as hits
# GalR3 antag: antagonists of human GalR3; O60755; HEK293 GalR3-CNG cAMP membrane potential fluorescence; galR3 body fused to GalR1 C-terminus; inhibition, % at 3 µM; 360,000 tested, 0.44% active;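 active means inhibition above the screen-wide average plus 3 SD, cut at about 13% in these data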;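 further: forskolin and galanin both at EC90 stimulate the cells; cAMP rise reported by CNG channel membrane potential dye signal; 0% = forskolin plus galanin with DMSO and 100% = forskolin alone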
# p-CIP stab down: compounds decreasing mouse p/CIP protein stability; decrease of EGFP signal, % at 10 µM; 290,000 tested, 0.01% active; F442A p/CIP-EGFP cells, EGFP fluorescence, 16 h; Q05BA5; AID 1984;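 active means EGFP signal decrease of at least 30% at 10 µM or well 3 SD below plate mean, unless failing retest; inactive means the rest, including hits failing retest or dose response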; further: some compounds called inactive have numbers as strong as hits; many of its hits are not listed in these tables
# MEKK3 PB1 HTS: modulators (inhibitors or enhancers) of MEK5 binding to human MEKK3 PB1 domain; bead-based flow cytometry, Alexa488-MEK5 binding to MEKK3; actives lie on both sides; 0 = blocked by unlabeled MEK5, 100 = vehicle; binding response (% of control), % at 10 µM; 290,000 tested, 1.4% active; AID 1529;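 active means binding response more than 3 SD above or below the average of its plate-row segment, actives on both sides; inconclusive means wells at one plate position flagged as instrument error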;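 further: Alexa488 bead fluorescence after subtracting the streptavidin-only scavenger bead signal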
# * = called active by the depositor; ? = inconclusive; . = no result given; & = joins results of further samples.
# Order of results – PHOSPHO1 inh	IDE act	CRFR2-BP antag	IDE cell inh	CRFR2-BP ag	M4 PAM	GalR3 antag	p-CIP stab down	MEKK3 PB1 HTS
O=C(c1cc(COc2ccc3ncccc3c2)on1)N1CCCCCC1
  37	3	-2	6	1.4	-4	41*	-27	100
COc1ccc(NC(=O)CCS(=O)(=O)c2ccccc2Cl)cc1S(=O)(=O)Nc1ccc(Cl)cc1
  13	-1	3	10	0.2	-2	-6	11	65
COc1cccc(CNC(=O)c2ccc3c(c2)N(C)CCS3)c1OC
  5	6	-8	3	22	0	.	-5	103
CCOC(=O)c1ccc(-c2ccc3c(c2)CCC3)nc1C
  42	-5	6	1	0.4	11	-6	-2	93
Cc1c(C)n(CCC#N)c2ccc(Cl)cc12
  37	0	1	5	0.8	7	-9	3	100
CC1(C)Cc2nc3scc(NC(=O)c4ccccc4)c3cc2CO1
  28	.	-16	3	-3.0	-3	-1	-3	90
C[C@H](NC(=O)c1nc[nH]c1C(=O)NC1CCN(C(=O)OC(C)(C)C)CC1)C(=O)OCc1ccccc1
  1	4	1	8	0.7	-2	-7	7	104
S=c1[nH]nc(CCc2nc3ccccc3[nH]2)n1-c1cccc(Cl)c1
  -84	-1	-9	-2	0.4	0	0	-15	101
NC(=O)CCC(NC(=S)Nc1ccccc1)C(=O)O (configuration not stated)
  2	-1	-3	-2	-2.1	-12	7	-5	109
Cc1cc(C(=O)Nc2ccc3c(c2)OCCO3)c2ccccc2n1
  -13	3	23	0	-5.8	2	-3	10	100
Nc1nc[nH]c(=O)c1N=Cc1ccccc1
  46	0	-12	4	5.6	2	-6	-2	107
CCOC(=O)N1CCN(C(=O)CNC(=O)c2ccc(Br)o2)CC1
  30	-4	7	.	-0.9	1	-10	-2	98
CCOC(=O)CNC(=S)NN(C)C
  37	1	-13	7	1.0	-17	-2	-11	102
N#Cc1cc2cc3c(cc2nc1SCC(=O)N1CCOCC1)OCO3
  23	-2	11	1	-0.9	0	-10	-5	102
CCCCC(=O)NCCc1cc2ccc(OC)cc2[nH]c1=O
  2	1	-12	-2	1.4	7	4	-23	105
CCN(CC)C(=O)CN1C(=O)NC2(CCc3ccccc3C2)C1=O (configuration not stated)
  32	-3	4	0	11	-5	-7	-10	96
CCOc1ccc(-n2ccnc(SCC(=O)Nc3ccc(OC)cc3OC)c2=O)cc1
  .	-1	8	5	-1.3	-3	-5	.	.
CCCNC(=O)Cn1c(=O)oc2ccccc21
  16	-2	-4	8	-0.9	2	-5	31	103
Cc1ccc(NC2=NC(c3ccc(C)cc3)n3c(nc(C)cc3=O)N2)cc1 (configuration not stated)
  13	-3	-1	5	1.5	11	-6	-1	99
Cc1ccc(-c2nn(CCC#N)cc2C=C(C#N)C#N)cc1
  10	3	-8	2	-1.5	6	-9	-3	110
COc1ccc(CCNC(=O)C2CC(=O)N(C3CCCCCCC3)C2)cc1OC (configuration not stated)
  18	-5	26	1	5.0	-11	-7	0	105
COc1ccc(S(=O)(=O)Cc2ccc(C(=O)NC3CC3)o2)cc1
  -7	5	-8	-1	-0.9	1	2	-22	102
Cc1cc(C)cc(NC(=O)NC2CCCCCCC2)c1
  18	1	1	.	-0.8	-4	-3	0	101
COc1ccc(NC(=O)c2ccccc2N(Cc2ccccc2)S(C)(=O)=O)cc1
  6	-2	-10	-1	0.7	-3	-2	-4	102
O=C(N/N=C\c1cccc(F)c1)c1ccc(-c2ccccc2)cc1
  23	-1	15	.	-0.2	4	-3	-8	101
CCOCCCNC(=O)c1cc2c(=O)n3cccc(C)c3nc2s1
  32	-3	4	3	1.1	8	-10	48	95
Cn1c(=O)c2[nH]c(SCC(=O)c3ccc(F)cc3)nc2n(C)c1=O
  -30	3	-9	3	2.8	-10	5	1	102
CSc1nc(C)c2c(n1)N(c1ccc(C(F)(F)F)cc1)CC2
  -10	-1	9	-1	3.2	8	-2	4	100
C=CCn1c(=S)[nH]c2cc(C(=O)Nc3ccc(OC)c(OC)c3)ccc2c1=O
  7	-1	-46	4	49	-6	-10	2	102
COc1cc(O)c(C(CC(=O)N2CCCC(C)C2)c2ccc3c(c2)OCO3)c(OC)c1 (configuration not stated)
  35	-2	9	-2	-4.1	8	2	-4	121
CCn1c(SCC(=O)N2CCCc3ccccc32)nnc1-c1ccoc1C
  4	3	-7	3	7.5	-7	-2	-4	106
CC1CCCCC12NC(=O)N(CC(=O)N1CCN(c3ccccc3)CC1)C2=O (configuration not stated)
  .	2	-11	-1	-0.5	5	-4	.	.
CN(C)S(=O)(=O)Nc1ccc(Br)cc1F
  -14	4	4	-2	-0.7	13	6	-11	99
O=C(c1ccc(NC2=NC3CS(=O)(=O)CC3S2)cc1)N1CCN(c2ccc([N+](=O)[O-])cc2)CC1 (configuration not stated)
  26	0	1	7	0.7	2	5	14	101
O=C(CSc1nnnn1-c1ccccc1)NCC1(N2CCCCC2)CCCCC1
  .	2	4	-3	-0.4	-7	-5	.	.
COc1cc(-c2cc(C(=O)Nc3nc4ccccc4s3)c3ccccc3n2)cc(OC)c1OC
  -19	2	-22	2	0.2	-3	1	-2	90
CC(=O)Nc1cccc(OCCOc2cccc([N+](=O)[O-])c2)c1
  .	-1	20	.	1.5	3	-4	.	.
Cc1ccc(Sc2cc(C(=O)c3ccccc3C(=O)O)ccc2[N+](=O)[O-])cc1
  31	5	27	0	-0.6	-1	-6	-6	101
COc1ccccc1OCC(=O)N1CCCCCC1
  .	.	14	.	-2.1	-1	-5	.	.
CCCc1nc(N)c(C#N)c(-c2cccnc2)c1CC
  -17	2	7	6	-1.7	13	1	-16	102
N#Cc1cccc(NC(=O)Cc2ccccc2)c1
  62*	2	17	3	0.9	8	-1	8	121
N#Cc1c(-c2cccs2)cc(-c2cccnc2)nc1N
  -12	3	2	3	0.4	-3	-1	-7	109
CCCOc1ccc(C(=O)CCC(=O)NNC(=O)c2cccs2)cc1
  .	0	-3	8	-1.1	11	-3	.	.
Cc1cc(Nc2ncc(Cl)cc2Cl)n(-c2ccccn2)n1
  28	3	8	.	-0.9	14	-4	-9	104
Cc1ccc(S(=O)(=O)Nc2nc(C)c(C(=O)NNS(=O)(=O)c3ccccc3)s2)cc1
  49	-3	-5	5	1.9	2	4	-4	98
COc1cccc(CN(CC(=O)NCc2ccccc2)C(=O)c2csnn2)c1
  23	7	-7	4	-1.7	3	-7	-3	98
CC(=O)N1c2ccc(S(=O)(=O)N3CCCCC3)cc2CC1C(=O)NCc1ccc(N(C)C)cc1 (configuration not stated)
  12	5	7	3	3.5	-3	2	2	101
Cc1onc(-c2ccccc2Cl)c1C(=O)Nc1nn[nH]n1
  -7	2	4	-3	-0.1	2	-9	-15	106
CC(=O)Nc1ccc(NC(=O)C(C)Oc2ccccc2F)cc1 (configuration not stated)
  3	0	-15	0	2.0	1	-3	-5	103
COc1ccc(NC(=O)CN(C)C(=O)Cc2n[nH]c(=O)c3ccccc23)cc1
  .	-3	16	-3	-1.6	6	-4	.	.
CCCN1C(=O)C(NC(C)=O)c2ccccc21 (configuration not stated)
  3	1	-13	-4	-0.2	12	-4	-19	?
O=C(c1ccc(Br)o1)N1CCN(c2ccc3nnc(-c4ccc(F)cc4)n3n2)CC1
  10	3	14	4	-1.3	-1	-1	-13	101
CCN(C(=S)NC(=O)C1CC1)c1ccccc1
  38	3	1	6	0.0	18	-1	-5	102
O=c1[nH]c2ccccc2n2c(=S)[nH]nc12
  -84	8	-11	0	0.5	7	2	-8	92
Cc1nccn1CC1CCc2c(c3ccccc3n2C)C1=O (configuration not stated)
  10	-1&5	-24&2	-1&0	-0.2&0.9	-2&2	-4	5	101&108
CCO[C@@H]1c2c(ccc3ccc(=O)oc23)OC(C)(C)[C@H]1O
  .	3	2	1	-0.9	-7	-2	.	.
CCCOc1ccc(N2CC(C(=O)NCCc3ccc(OC)c(OC)c3)CC2=O)cc1 (configuration not stated)
  54	2	-2	9	-1.1	-2	-4	-3	99
C=CCN1N=C(c2ccc(NC(=O)c3ccccc3)cc2)CSC1=O
  28	5	-1	12	1.2	1	5	0	90
CCCSc1nnc(N2C(=O)C(O)=C(C(=O)c3ccco3)C2c2ccccc2F)s1 (configuration not stated)
  -112	-2	-16	12	42	-1	-9	-2	101
CCCCCN(C(=O)CCC(=O)OCC(=O)N1CCCC(C)C1)c1c(N)n(CCCC)c(=O)[nH]c1=O (configuration not stated)
  -52	5	-6	-1	-0.6	13	-1	6	102

# Filtered by structure, the compounds so far with bromine (3)
# Order of results – PHOSPHO1 inh	IDE act	CRFR2-BP antag	IDE cell inh	CRFR2-BP ag	M4 PAM	GalR3 antag	p-CIP stab down	MEKK3 PB1 HTS
CCOC(=O)N1CCN(C(=O)CNC(=O)c2ccc(Br)o2)CC1
  30	-4	7	.	-0.9	1	-10	-2	98
CN(C)S(=O)(=O)Nc1ccc(Br)cc1F
  -14	4	4	-2	-0.7	13	6	-11	99
O=C(c1ccc(Br)o1)N1CCN(c2ccc3nnc(-c4ccc(F)cc4)n3n2)CC1
  10	3	14	4	-1.3	-1	-1	-13	101

# The results go on:
# Order of results – PHOSPHO1 inh	IDE act	CRFR2-BP antag	IDE cell inh	CRFR2-BP ag	M4 PAM	GalR3 antag	p-CIP stab down	MEKK3 PB1 HTS
CCC(C)Sc1nc(C)nc2c1c(=O)n(C)c(=O)n2C (configuration not stated)
  -7	5	17	6	-1.2	-1	.	-15	113
CCOC(=O)N1CCC(NC(=O)c2cnn3ccccc23)CC1
  10	4	-28	0	1.4	1	1	2	104
Cc1cc(C(=O)OCC(=O)Nc2cc(S(=O)(=O)N3CCOCC3)ccc2Cl)c(C)o1
  -9	4	-12	4	-1.6	6	1	4	103
CC(C)c1cc(C(=O)N2CCCC(CCC(=O)NCc3ccccc3F)C2)n(C)n1 (configuration not stated)
  50	1	-2	2	1.2	-2	-2	-16	.
Cc1ccc(Sc2ccncc2S(N)(=O)=O)cc1
  2	0	-2	3	1.1	1	1	-6	94
COc1ccc(CNC(=O)CSCc2cnn(-c3ccccc3)c2-n2cccc2)cc1
  25	1	16	1	-0.2	-7	-6	-6	102
Cc1ccccc1NC(=O)CCOc1ccccc1
  33	4	1	.	-1.1	15*	-9	14	90
NC(=O)c1ccc(NC(=O)CSc2nnc(C3CCCCC3)n2N)cc1
  16	4	8	2	-0.4	9	-1	13	104
COc1ccc(C=NCC2OCCc3ccccc32)cc1OC (configuration not stated)
  -7	1	20	3	-2.0	6	-7	0	103
Nc1nc(N(Cc2ccccc2)Cc2ccccc2)nc(C(F)(F)F)n1
  .	3	3	5	1.1	-5	-8	.	.
O=C(CC1C(=O)NCCN1Cc1ccccc1C(F)(F)F)NC1CCCCCC1 (configuration not stated)
  -59	5	-16	4	-1.4	-3	-5	-9	102
CCOc1ccccc1NC(=O)CSc1nnc(CNC(=O)c2cc(OC)c(OC)c(OC)c2)o1
  38	7	8	-3	-2.4	8	-7	-10	100
Cc1cc(C)cc(C(=O)NCC(=O)OCC(=O)Nc2ccc(C)cc2Br)c1
  46	2	21	-2	-10.0	-3	4	-6	101
Cc1ccc(NC(=O)CN2CCOCC2)cc1C
  41	0	4	-1	0.9	6	-2	-4	99
O=C(COC(=O)CCSc1ccccc1)Nc1ccc(F)cc1Cl
  -5	-2	8	3	3.5	2	-3	-6	102

# Random draw from the library; 4.2% or so of the library scored in one or more.
